Screens from PubChem.
Mdm2 ligase inh = MDM2-luciferase reporter signal enhancers, primary screen, MDM2 E3 ligase inhibitor project, cell-based, luminescence, 1536-well | E3 ubiquitin-protein ligase Mdm2 (Homo sapiens), Q00987 | 210,000 compounds, 0.11% hits | AID 1230, 2008 | signal enhancement, % at 5 µM | cell-based MDM2 ubiquitination luciferase reporter, 2 h; 0 = plate control, 100 = twice control, blank-subtracted;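 active = signal enhancement of 30% or more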;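 also: luminescence tracks abundance of the self-degrading MDM2-luciferase fusion protein; higher signal means inhibition of MDM2 E3 ligase activity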
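System: stable MDM2–luciferase fusion reporter cells / Input: 2000 cells seeded into each well / Schedule: 4 h settle plus 2 h compound, 37 °C / Compound: single-point 5 µM / Buffer or medium: cells held in DMEM / Benchmarks: control and blank well means / Evaluation: percent signal gain over controls, blank-subtracted / Measured by: luciferase luminescence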
PPC-1+TRAIL kill = compounds killing PPC-1 cancer cells with TRAIL present, primary screen, TRAIL potentiator project, ATPLite luminescence, uHTS; PPC-1 cells + TRAIL, ATPLite viability luminescence; cell killing (% activity), % at 4 µM; 220,000 compounds, 0.41% hits; AID 1443, 2008;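 active = cell killing above 50% in the first pass at 4 µM, then a duplicate retest at 5 µM averaging 50% or more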;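 also: plate controls were cells with TRAIL plus DMSO for no effect and medium-only wells lacking cells for full effect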
Runt-SMMHC FRET = inhibitors of RUNX1 Runt–CBFb-SMMHC binding, primary screen, biochemical, FRET, Cerulean-Runt, Venus-CBFb-SMMHC, uHTS; Runt-related transcription factor 1 (Homo sapiens) + Core-binding factor subunit beta …; Cerulean-Runt/Venus-CBFb-SMMHC FRET ratio 530/480, 1 h; inhibition, % at 20 µM; 220,000 compounds, 0.74% hits; AID 1434, 2008;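 active = mean inhibition across duplicate retests at 20 µM reaching about 50%, limit read from the data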;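 also: 0% = DMSO wells and 100% = wells with excess untagged CBFb-SMMHC; inhibitors lower the FRET ratio by blocking Runt binding to CBFb-SMMHC; some results filed as inactive read as strong as hits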
EBV gp42 inh = Epstein-Barr virus gp42 inhibitors, primary screen, biochemical, uHTS, fluorescence polarization; Glycoprotein 42 (Epstein-Barr virus (strain AG876)), Q1HVG2; inhibition, % (tested at 21.74 µM); Fluorescence polarization binding assay, mP read-out; 220,000 compounds, 0.42% hits; AID 1085, 2008; in the data active = inhibition above about 50%
Target sequence (Q1HVG2 whole entry, looked up): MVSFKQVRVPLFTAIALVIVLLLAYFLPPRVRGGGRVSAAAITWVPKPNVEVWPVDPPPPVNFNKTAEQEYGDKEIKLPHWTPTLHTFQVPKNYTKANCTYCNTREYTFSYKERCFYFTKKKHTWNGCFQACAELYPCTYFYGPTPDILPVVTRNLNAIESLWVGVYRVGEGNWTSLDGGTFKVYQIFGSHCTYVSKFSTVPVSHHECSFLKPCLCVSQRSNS
NCF1 inh = p47phox/p22phox peptide binding inhibitors, primary screen, biochemical, uHTS, NADPH oxidase regulatory subunit. fluorescence polarization, 2 h. inhibition, % at 24.7 µM. 220,000 compounds, 0.53% hits. AID 1274, 2008;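 active = inhibition above about 30%, limit read from the data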;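 also: 0% = p47phox with labelled peptide and 100% = labelled peptide alone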
TRPML3 ag = human TRPML3 channel agonists, primary screen, cell-based, HEK293 TRPML3-YFP, Fluo-8 calcium fluorescence, 3 µM | Mucolipin-3 (Homo sapiens), Q8TDD5 | 100% = the carbachol control signal | activation, % at 3 µM | 220,000 compounds, 0.29% hits;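 active = activation above its plate's cutoff, the mean activation of the plate's test wells plus 3 SD, cut at about 12% in these data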;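 also: 0% = DMSO only wells and 100% = carbachol wells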
Target sequence (Q8TDD5 whole entry, looked up): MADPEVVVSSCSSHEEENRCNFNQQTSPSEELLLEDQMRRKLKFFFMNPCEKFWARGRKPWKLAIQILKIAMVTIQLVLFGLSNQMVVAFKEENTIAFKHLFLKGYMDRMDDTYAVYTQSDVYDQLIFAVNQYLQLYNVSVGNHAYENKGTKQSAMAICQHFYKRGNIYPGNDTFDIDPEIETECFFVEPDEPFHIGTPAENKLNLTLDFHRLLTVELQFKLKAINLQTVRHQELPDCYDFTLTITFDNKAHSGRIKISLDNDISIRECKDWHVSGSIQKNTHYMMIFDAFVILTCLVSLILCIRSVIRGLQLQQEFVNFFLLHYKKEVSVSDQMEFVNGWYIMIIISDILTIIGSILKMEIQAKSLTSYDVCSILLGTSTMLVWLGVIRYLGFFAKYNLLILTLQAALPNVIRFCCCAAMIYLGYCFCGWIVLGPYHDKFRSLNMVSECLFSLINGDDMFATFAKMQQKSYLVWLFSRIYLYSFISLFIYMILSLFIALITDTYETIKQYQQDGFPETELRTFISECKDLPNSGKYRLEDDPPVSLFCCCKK
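system = HEK293 cells stably carrying human TRPML3-YFP | doses = one concentration, 3 µM nominal, 0.3% DMSO | timing = dye loading 1 h 37 °C then 30 min ambient, 125 s read | detection = Fluo-8 calcium dye fluorescence, ex 470-495, em 515-575 nm | benchmarks = high control carbachol 87 µM, low control DMSO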
zfTRPN1 agonist = zebrafish TRPN1 channel agonists, primary screen, cell-based, HEK293, calcium fluorescence; HEK293 zebrafish TRPN1-YFP, Fluo-8 calcium fluorescence; 100% = response to 87 µM carbachol; activation, % at 3 µM; 220,000 compounds, 0.18% hits; AID 1424, 2008;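 active = activation above its plate's cutoff, the mean activation of test wells on that plate plus 3 SD, cut at about 19% in these data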;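 also: 0% = DMSO alone and 100% = 87 µM carbachol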
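Material – zebrafish TRPN1-YFP in HEK293 cells · Doses – 3 µM single point · Schedule – dye 1 h 37 °C plus 30 min RT · Signal – Fluo-8 calcium fluorescence, excitation 470-495 nm, emission 515-575 nm · Read-out – % activation versus carbachol response · Control set – carbachol high, DMSO low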
TNF necrop inh = inhibitors of TNF-alpha triggered necroptosis, primary screen, cell-based, Jurkat FADD-/-, single concentration; activation (protection from cell death), % at 10 µM; AID 463075, 2010; Jurkat FADD-/- TNF necroptosis rescue, ATP luminescence, 24 h; 0 = TNF only, 100 = no-TNF cells; 220,000 compounds, 0.068% hits;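 active = activation, meaning protection from cell death, of at least 50% relative to plate controls; inactive = activation below 50%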;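 also: necroptosis triggered by 40 ng/mL TNF-alpha added together with compound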
CHOP inhibitor = inhibitors of CHOP promoter induction, primary screen, cell-based, unfolded protein response, luciferase reporter; CHO-K1 CHOP-promoter luciferase, tunicamycin-induced, 15-18 h; inhibition, % at 10 µM; 220,000 compounds, 3.8% hits; AID 2732, 2010;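 active = compounds that reduced the stress-induced luciferase reporter signal by more than about 70% of percent inhibition, limit read from the data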;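 also: 0% = tunicamycin plus vehicle and 100% = wells without tunicamycin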
* hit, by the source's call; nt = not tested or not shown. Not a hit list; 5.9% or so of the library scored in one or more.

SMILES	Mdm2 ligase inh	PPC-1+TRAIL kill	Runt-SMMHC FRET	EBV gp42 inh	NCF1 inh	TRPML3 ag	zfTRPN1 agonist	TNF necrop inh	CHOP inhibitor
COc1cccc(OCc2cc(C3Nc4ccccc4C(=O)N3Cc3ccco3)ccc2OC)c1 (configuration not stated)	nt	0	-17	-14	-59	-0.7	-0.2	1.8	10
COc1ccc(OCCn2c(=N)n(CCO)c3ccccc32)cc1	-8	12	-3	0	-49	0.7	1.3	-2.1	-5
COc1ccc(C2=NN(CC(=O)NCc3ccco3)C(=O)CC2)cc1	nt	5	3	0	-15	0.5	2.0	3.2	22
CC(=O)c1c(N2CCN(c3ccccc3)CC2)nc(=S)n(-c2ccccc2)c1C	-50	12	-38	-10	-19	0.4	-0.1	-4.3	-21
C=CCOc1c(Cl)cc(CNc2ccc(N(C)C)cc2)cc1OC	-14	12	-3	2	-4	0.4	-0.1	-19	-54
CCn1cnc2cc(NS(=O)(=O)c3ccc(C)cc3)ccc21	-10	10	0	-5	-7	-0.3	-0.4	2.4	26
c1ccc(-c2ccccc2OCCCCN2CCCCC2)cc1	nt	13	1	-6	-15	0.4	-0.6	2.1	4
CC1=NN(c2ccccc2)C(=O)/C1=C\C=C1/N(C)c2ccccc2C1(C)C	-4	-30	-40	-221	-52	3.5	5.6	0.6	12
COc1ccc(C2OC34CCCCC3C(C#N)(C#N)C2(C#N)C(=N)O4)cc1 (configuration not stated)	-16	13	77*	-3	-1	0.7	0.0	0.4	7
COc1ccc(OC)c(CNn2c(-c3ccccc3F)nc3ccccc3c2=O)c1	43*	-6	0	-9	7	0.0	-1.2	-0.1	13
Cn1c(N)c(C(=O)COC(=O)CC(NC(=O)c2ccccc2Cl)c2ccccc2)c(=O)n(C)c1=O (configuration not stated)	-7	25	-2	-6	-20	1.0	1.7	-0.7	12
Cc1cc(C)cc(NC(=O)C(OC(=O)C2=COCCO2)c2ccccc2)c1 (configuration not stated)	-22	14	-2	-12	-10	0.5	0.9	2.1	16
CCOC(=O)C1=C(CNCc2ccc(F)cc2)NC(=O)NC1c1cccc([N+](=O)[O-])c1 (configuration not stated)	-16	14	0	1	2	-0.6	-0.9	1.9	7
NC(=O)N/N=C/c1ccc(N2CCOCC2)s1	-6	24	-51	-141	-45	0.6	-1.0	0.5	0
CCN(CC)C(=O)C1=C(C)NC(=S)NC1c1cccs1 (configuration not stated)	-6	-5	-2	6	-6	1.5	-0.8	0.1	7
COc1ccc(C(CNC(=O)Cc2c(F)cccc2Cl)N2CCCCC2)cc1 (configuration not stated)	-3	7	-4	-3	-13	0.5	-0.9	0.5	-4
C/C(CC(=O)NC(C)c1ccccc1)=N\NC(N)=S (configuration not stated)	-11	16	0	-9	-4	0.0	0.5	0.0	1
COCCCn1cnc2oc3nc4ccccc4nc3c2c1=O	-8	5	8	-26	-26	-0.8	0.5	-0.6	-30
CCOC(=O)c1cc(-c2cccnc2)nn1-c1ccccc1	-14	24	-2	-5	-2	-0.8	0.5	-0.5	4
Cc1ccc(C)c(Cn2c(CN(C)Cc3ccccc3)nc3c2c(=O)n(C)c(=O)n3C)c1	-22	26	-4	-4	-5	-1.8	-2.8	-1.0	7
Cn1ncc2c(NNC(=O)Cc3ccccc3)ncnc21	-9	16	6	-10	-2	0.8	1.3	2.6	-15
O=C(Nc1nc(SCc2ccc(F)cc2)ns1)c1ccco1	nt	-1	-4	-15	-20	2.1	6.9	-1.4	19
CCCn1c(SCC(=O)c2c[nH]c3ccccc23)nnc1-c1ccncc1	-3	27	2	-20	-36	0.6	-0.1	3.3	6
CCOc1ccc(C2c3c(oc4cc(C)c(C)cc4c3=O)C(=O)N2CCCN(C)C)cc1OC (configuration not stated)	-21	-4	-1	-26	-7	-0.1	-0.7	-1.5	9
O=C(N=C1N=C2C=CC=CN2Cc2ccccc21)c1ccc(S(=O)(=O)N2CCOCC2)cc1	-5	-5	0	-10	-6	0.9	0.6	1.5	12
Cc1c(C(=O)N2CCCCCC2)oc2ccccc12	-9	-29	-1	-2	2	-0.7	-0.1	-2.2	0
CCc1ccc(OCC(O)CN2CCN(c3ccccc3)CC2)cc1 (configuration not stated)	15	10	-2	-12	-23	-0.5	0.3	-2.4	56
C(=C\c1ccccn1)/c1cccnc1	nt	-4	-2	-10	-2	0.9	2.4	2.8	-19
CCN(CC)S(=O)(=O)c1cccc(C(=O)N[C@H](C(=O)NCc2ccccc2F)C(C)C)c1	-5	8	1	4	-15	-0.1	-1.6	-0.7	41
O=c1[nH]c2ccccc2n2c(-c3ccccc3)nnc12	-3	2	68*	-13	70*	0.2	0.4	-20	10
C=CCNc1nc(N)c(C(=O)c2ccc3c(c2)OCO3)s1	-4	5	1	-6	-8	-0.2	-0.6	-6.2	36
Cc1ccc(CN(CC(=O)N/N=C/c2ccccc2[N+](=O)[O-])S(=O)(=O)c2ccc(C)cc2)cc1	-5	7	-4	6	-3	-0.6	-0.3	-2.4	39
COc1cc(/C=C/c2nc3ccccc3s2)cc(OC)c1O	-13	12	-186	-8	-154	1.9	2.5	-6.7	6
Cc1ccc(NC(=O)COS(=O)c2ccc(C)cc2)cc1 (configuration not stated)	-1	16	-2	-6	-10	-0.5	-2.8	0.0	54
COc1ccccc1C(=O)C1CCCN(Cc2cn[nH]c2C2CCCCC2)C1 (configuration not stated)	-4	6	3	-5	2	0.9	0.3	2.2	18
CCc1n[nH]c2c1/C(=N\O)CC(c1ccccc1)C2 (configuration not stated)	-3	10	1	-15	2	-0.5	0.1	-0.3	5

8 successive entries out of the list so far, quoted:
SMILES	Mdm2 ligase inh	PPC-1+TRAIL kill	Runt-SMMHC FRET	EBV gp42 inh	NCF1 inh	TRPML3 ag	zfTRPN1 agonist	TNF necrop inh	CHOP inhibitor
COc1cccc(OCc2cc(C3Nc4ccccc4C(=O)N3Cc3ccco3)ccc2OC)c1 (configuration not stated)	nt	0	-17	-14	-59	-0.7	-0.2	1.8	10
COc1ccc(OCCn2c(=N)n(CCO)c3ccccc32)cc1	-8	12	-3	0	-49	0.7	1.3	-2.1	-5
COc1ccc(C2=NN(CC(=O)NCc3ccco3)C(=O)CC2)cc1	nt	5	3	0	-15	0.5	2.0	3.2	22
CC(=O)c1c(N2CCN(c3ccccc3)CC2)nc(=S)n(-c2ccccc2)c1C	-50	12	-38	-10	-19	0.4	-0.1	-4.3	-21
C=CCOc1c(Cl)cc(CNc2ccc(N(C)C)cc2)cc1OC	-14	12	-3	2	-4	0.4	-0.1	-19	-54
CCn1cnc2cc(NS(=O)(=O)c3ccc(C)cc3)ccc21	-10	10	0	-5	-7	-0.3	-0.4	2.4	26
c1ccc(-c2ccccc2OCCCCN2CCCCC2)cc1	nt	13	1	-6	-15	0.4	-0.6	2.1	4
CC1=NN(c2ccccc2)C(=O)/C1=C\C=C1/N(C)c2ccccc2C1(C)C	-4	-30	-40	-221	-52	3.5	5.6	0.6	12

Carrying on.
SMILES	Mdm2 ligase inh	PPC-1+TRAIL kill	Runt-SMMHC FRET	EBV gp42 inh	NCF1 inh	TRPML3 ag	zfTRPN1 agonist	TNF necrop inh	CHOP inhibitor
O=C(Nc1cccc([N+](=O)[O-])c1)Nc1cccc([N+](=O)[O-])c1	-14	21	1	3	5	5.1	12	-6.1	84*
COc1ccc(-n2c(SCC(=O)O)nnc2-c2ccc(NC(=O)c3ccccc3)cc2)cc1	-10	-9	-3	-158	-4	0.1	1.3	5.9	3
Cc1cccc(C)c1OCC(O)CNC(C)C (configuration not stated)	3	-6	1	-6	-4	0.8	-0.2	1.6	13
CCSc1nnc(-c2ccccc2N=Cc2c(C)[nH]n(-c3ccccc3)c2=O)c(=O)[nH]1	5	18	-1	-10	-10	0.5	0.8	-1.3	57
Cc1ccc(/C=C/S(=O)(=O)NCC(=O)OCC(=O)N2CC(=O)Nc3ccccc32)cc1	-8	-12	3	-19	-17	0.4	0.6	2.3	2
CCN(c1ccc(NC(=O)CSc2nnc3nc(C)cc(C)n23)cc1)C(C)C	4	-1	1	-4	1	1.0	-0.4	-0.5	3
Cc1c(Cl)cnc(NC(=O)COC(=O)CCc2nc3ccccc3s2)c1Cl	-6	25	-4	-7	-20	0.7	-0.1	1.4	-1
O=C(c1ccc([N+](=O)[O-])cc1)N1CCN(C(=O)c2ccco2)CC1	-15	27	-6	10	-5	0.5	1.8	1.0	11
Cc1cc(/C=N/NC(=O)c2ccccc2F)c(C)n1-c1ccccc1	-49	22	-1	0	-4	0.8	-0.1	-0.3	-5
COc1cc(-c2noc(CCCC(=O)Nc3ccc(C(N)=O)cc3)n2)cc(OC)c1OC	-10	-4	2	-8	-6	-0.2	3.2	-2.2	-8
CCOC(=O)c1sc2nc(C)nc(N3CCCCC3C)c2c1C (configuration not stated)	15	nt	0	-21	1	-0.2	0.0	0.6	67
CCOc1ccc(-c2nnc3sc(COc4ccc(C)cc4)nn23)cc1	-9	8	-2	1	-5	1.0	1.0	1.0	61
O=C(Nc1cccc(Br)c1)c1ccc(CSc2ccccc2)cc1	-7	27	-7	-20	-5	0.0	0.4	-0.4	-26
CC(=O)N1N=C(c2ccccc2)CC1c1ccccc1[N+](=O)[O-] (configuration not stated)	9	19	12	-7	0	-0.3	-1.0	1.2	-24
S=C(Sc1ccc(Cl)cc1)Sc1ccc(Cl)cc1	30	17	0	-10	-4	0.5	2.6	-28	106*
CCOc1cc(C(F)(F)F)cnc1/C(N)=N/O	-6	12	3	-12	-13	0.7	2.7	0.2	6
